HTR5A inv ctr: HTR5A inverse agonists in luminescence cell assay, primary screen, counter-screen for OPRM1-OPRD1 heterodimer inverse agonist project, full-deck HTS | HTR5A cell line, inverse agonism | inhibition, % at 9.3 µM | 340,000 tested, 0.083% active | AID 504634, 2011; in the data active = inhibition mostly above about 23%, no sharp cut-off; inactive = mostly below about 18%;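 also: 0% = cells with DMSO and 100% = no-cell wells with DMSO; some compounds called inactive have numbers as strong as hits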
Target sequence (P47898 whole entry, looked up): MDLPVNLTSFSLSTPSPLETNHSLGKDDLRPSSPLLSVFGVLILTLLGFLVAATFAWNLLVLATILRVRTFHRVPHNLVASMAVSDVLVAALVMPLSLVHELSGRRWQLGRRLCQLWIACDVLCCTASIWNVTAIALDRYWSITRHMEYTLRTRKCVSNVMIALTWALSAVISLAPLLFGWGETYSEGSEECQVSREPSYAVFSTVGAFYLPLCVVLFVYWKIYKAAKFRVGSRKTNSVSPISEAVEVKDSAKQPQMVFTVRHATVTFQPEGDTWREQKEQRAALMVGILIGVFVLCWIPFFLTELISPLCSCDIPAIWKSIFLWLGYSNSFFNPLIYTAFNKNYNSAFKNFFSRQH
E coli growth: E. coli V3065 growth inhibition, primary screen, counter-screen for AddAB inhibitor project, absorbance, OD600. inhibition, % at 11.9 µM. 330,000 tested, 0.27% active. 18 h;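 active = inhibition above the campaign's mean inhibition across all tested compounds plus 3 SD, cut at about 9.9% in these data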;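 also: uninfected addAB+ strain grown without phage in ampicillin broth; 0% = DMSO wells and 100% = ciprofloxacin 0.95 µg/ml wells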
phage Ecoli inh: growth loss of phage-infected E. coli, primary screen, RecBCD inhibitor project, absorbance, with phage, HTS | inhibition, % at 11.9 µM | 360,000 tested, 0.26% active | AID 651602, 2012; in the data active = inhibition above about 11%
AddAB inh: growth inhibition of E. coli expressing H. pylori AddAB, primary screen, AddAB inhibitor project, absorbance; inhibition, % at 11.9 µM; 330,000 tested, 0.29% active; AID 435030, 2010; in the data active = inhibition above about 12%;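 also: 0% = vehicle wells of infected cells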
SUMO Mot1 rescue: yeast Mot1-301 growth rescue at high temperature, primary screen, SUMOylation pathway inhibitor project, S. cerevisiae, ATP luminescence, 38.5C. S. cerevisiae Mot1-301 growth rescue; percent above DMSO median, 100 means doubled. growth rescue, % at 18.8 µM. 320,000 tested, 1% active;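 active = every valid replicate shows activation above 250% relative to neutral control wells; inactive = the rest, any valid replicate at or below 250%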;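 also: OY570 slx delta 5 strain wells were the positive control but not used for scaling; some compounds called inactive have numbers as strong as hits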
CDK5 inh: inhibitors of human CDK5/p35 kinase, primary screen, biochemical, single concentration; AID 488839, 2010; 330,000 tested, 0.01% active; Cyclin-dependent kinase 5 (Homo sapiens) + Cyclin-dependent kinase 5 activator 1 (Homo …; inhibition, % at 10 µM; Recombinant CDK5/p35, ADP-Glo luminescence, 60 min;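 active = highest replicate inhibition of at least 50% and at least 75% of replicates reaching 50%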;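 also: plate controls were DMSO neutral control for no effect and GW8510 at 10 µM for full effect; many of its hits are not listed in these tables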
Target sequence (Q00535 whole entry, looked up): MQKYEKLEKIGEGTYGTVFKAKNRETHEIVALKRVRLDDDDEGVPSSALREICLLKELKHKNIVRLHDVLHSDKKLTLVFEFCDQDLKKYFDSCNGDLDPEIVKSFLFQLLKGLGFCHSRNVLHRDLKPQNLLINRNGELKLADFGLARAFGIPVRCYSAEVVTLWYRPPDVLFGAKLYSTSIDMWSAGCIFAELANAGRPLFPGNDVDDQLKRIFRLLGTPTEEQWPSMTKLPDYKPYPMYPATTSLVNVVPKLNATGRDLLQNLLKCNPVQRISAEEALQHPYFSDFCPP
Target sequence (Q15078 whole entry, looked up): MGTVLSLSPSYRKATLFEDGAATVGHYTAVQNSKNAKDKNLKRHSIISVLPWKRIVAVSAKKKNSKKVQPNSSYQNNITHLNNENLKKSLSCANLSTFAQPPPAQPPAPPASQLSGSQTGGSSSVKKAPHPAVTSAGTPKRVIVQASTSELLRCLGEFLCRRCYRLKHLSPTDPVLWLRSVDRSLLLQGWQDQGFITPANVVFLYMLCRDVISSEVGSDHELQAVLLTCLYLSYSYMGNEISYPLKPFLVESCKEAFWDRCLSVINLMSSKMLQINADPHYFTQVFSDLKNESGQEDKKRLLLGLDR
DAGLB inh: DAGLB lipase inhibitors, primary screen, biochemical, fluorescence, HTS. inhibition, % at 5.17 µM. Diacylglycerol lipase-beta (Homo sapiens), Q8NCG7. 340,000 tested, 0.059% active. HEK293T DAGLB membrane lysate, EnzChek fluorogenic substrate; in the data active = inhibition above about 34%;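 also: 0% = enzyme with vehicle and 100% = wells lacking enzyme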
PKA-R2B activ: activators of PKA-R2B holoenzyme, primary screen, biochemical, fluorescence polarization, Cy5-IP20, human; cAMP-dependent protein kinase catalytic subunit beta (Homo sapiens) + cAMP-dependent …; AID 504700, 2011; 340,000 tested, 0.079% active; PKA-R2B holoenzyme dissociation; R2B truncated from residue 108, S112A mutant; 0% DMSO only, 100% 113 µM cGMP; activation, % at 11.4 µM;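 active = activation above a cutoff set at the mean over all compounds plus 3 SD, cut at about 18% in these data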;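 also: higher means more holoenzyme dissociation and a rise in polarization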
Tat export inh: E. coli Tat export inhibitors, primary screen, MC4100, TorA-mCherry reporter, fluorescence, single point; inhibition, % at 10 µM; 340,000 tested, 0.036% active; AID 488895, 2010;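 active = mean replicate inhibition at least 50% and at least half of replicates individually reaching 50%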;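 also: exported cargo escapes ClpAP degradation while cytoplasmic cargo is degraded and loses fluorescence; 0% = median of neutral control wells and 100% = median of NaSCN control wells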
HTR5A ag ctr: HTR5A agonists in luminescence cell assay, primary screen, counter-screen for OPRM1-OPRD1 heterodimer agonist project, full-deck HTS | 5-hydroxytryptamine receptor 5A (Homo sapiens), P47898 | cell-based | activation, % at 9.3 µM | 340,000 tested, 0.61% active; in the data active = activation mostly above about 9.5%, no sharp cut-off; inactive = mostly below about 7.6%;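 also: 0% = cells with vehicle only and 100% = reference agonist; strong numbers were not always called active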
PKA-R1A act: activators of PKA-R1A holoenzyme, primary screen, biochemical, fluorescence polarization, Cy5-IP20, bovine R1A, mouse PKAc; cAMP-dependent protein kinase type I-alpha regulatory subunit (Bos taurus) + …; PKA-R1A dissociation; scaled: DMSO 0%, 113 µM cGMP 100%; activation, % at 11.4 µM; 340,000 tested, 0.083% active;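 active = percent activation above the mean of all tested compounds plus 3 SD, cut at about 19% in these data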;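 also: higher means more PKAc released from R1A so a rise in polarization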
Starred values were filed as active, the others as inactive; . = not tested or not shown.

Order of results – E coli growth	PKA-R1A act	PKA-R2B activ	phage Ecoli inh	HTR5A inv ctr	CDK5 inh	SUMO Mot1 rescue	DAGLB inh	Tat export inh	HTR5A ag ctr	AddAB inh
- CCC(C)NC(=O)C1CC(c2ccc(OC)cc2)=NO1 (stereo not drawn)
→ 2.2	5	3	1.1	-10	-0.6	-19	1	-7	-1	1.8
- CC(CCc1ccccc1)NC(=O)CCNC(=O)c1ccccc1Cl (stereo not drawn)
→ -1.9	-3	0	2.7	14	-0.1	3	1	8	-1	0.7
- Cc1ccc2sc(C)[n+](CCC(C)S(=O)(=O)[O-])c2c1 (stereo not drawn)
→ -1.4	9	6	1.7	-26	6.5	6	-1	6	0	0.8
- CCOc1ccc(C(C)C)cc1S(=O)(=O)n1nc(C)cc1C
→ -1.2	-1	4	1.2	7	2.0	-15	1	-2	3	3.8
- CCn1nc(C(=O)Nc2ccc(C)c(C)c2)c(Cl)c1Cl
→ -0.3	-1	5	0.7	-2	0.7	3	-5	4	2	2.3
- CC1CC2c3cccc(C(=O)O)c3C(=O)N2c2ccc(Cl)cc21 (stereo not drawn)
→ -0.8	-2	-8	1.2	9	0.7	5	-1	-2	-3	-1.5
- Cc1nnc(NC(=O)CSc2nc(N)c(NC(=O)c3cccs3)c(=O)[nH]2)s1
→ -2.7	1	-3	1.4	-3	-1.2	-4	1	-11	1	-1.1
- CC(=O)c1cccc(NC(=O)CN(C)S(=O)(=O)c2ccccc2)c1
→ -1.4	0	8	3.5	-6	-4.1	4	-2	-3	2	3.5
- Cc1cccc(N2C(=O)C(O)=C(C(=O)c3cccs3)C2c2ccc(F)cc2)n1 (stereo not drawn)
→ 2.2	7	-9	4.8	-3	0.3	-8	0	8	1	-0.5
- O=C(CN1C(=O)NC2(CCCCCCC2)C1=O)Nc1c(Cl)cccc1Cl
→ 3.1	-16	-6	1.8	-7	0.0	-12	2	0	3	3.7
- CCC1(O)CCCC2C3CCC4CC(=O)CCC4(C)C3C(=O)CC21C (stereo not drawn)
→ .	4	3	2.4	-2	-0.7	.	0	2	0	.
- COCCN(CCOC)CC(O)COC(c1ccccc1)c1ccccc1 (stereo not drawn)
→ 2.1	-10	-2	.	-9	-0.6	-24	0	-8	3	6.0
- CCN(CC)C(=O)C1CCCN(c2ccc([N+](=O)[O-])cc2/C=N/NC(=O)c2cccc([N+](=O)[O-])c2)C1 (stereo not drawn)
→ -1.5	-1	2	3.4	-4	0.2	-15	-2	3	-2	1.8
- CC1(C)CN(c2ccsc2C(=O)O)C1=O
→ -5.5	.	.	2.2	.	-8.0	-20	.	23	.	-0.4
- CN(Cc1ccccc1)CC(O)COc1ccc(CNCCOc2cccnc2)cc1 (stereo not drawn)
→ -1.1	-1	7	1.5	3	-1.0	-1	1	-3	-1	-0.7
- CC(=O)Oc1ccc2nc(/C=C/c3ccccc3)oc(=O)c2c1
→ -1.4	-7	-10	-1.4	-11	-1.7	62	4	0	3	1.2
- COc1cccc(C(=O)/C=C/c2ccc(SC)cc2)c1
→ -0.6	-1	-4	2.8	-5	-0.1	3	-13	3	-3	-0.2
- Cc1cc(-n2cnc(-c3cn[nH]c3C)n2)no1
→ 1.1	2	-11	3.2	0	-3.2	5	-7	-4	2	1.7
- CC(C)(C)CC(C)(C)N=C1Nc2cc(Cl)c(Cl)cc2NC12C[C@H]1CCC(=O)N3CC[C@@H](C2)[C@@H]13 (stereo partly drawn)
→ .	-4	-11	7.1	-4	0.8	.	6	-2	0	.
- Cc1nc(CC(=O)c2ccc(O)c(C)c2O)cs1
→ 1.2	-7	-1	2.0	3	-7.0	177	1	1	-1	0.6

Record cards, as listed above. Order of screens: E coli growth, PKA-R1A act, PKA-R2B activ, phage Ecoli inh, HTR5A inv ctr, CDK5 inh, SUMO Mot1 rescue, DAGLB inh, Tat export inh, HTR5A ag ctr, AddAB inh
Record of CC1(C)CN(c2ccsc2C(=O)O)C1=O : -5.5, ., ., 2.2, ., -8.0, -20, ., 23, ., -0.4
Record of CC(=O)Oc1ccc2nc(/C=C/c3ccccc3)oc(=O)c2c1 : -1.4, -7, -10, -1.4, -11, -1.7, 62, 4, 0, 3, 1.2

(more compounds)
Order of results – E coli growth	PKA-R1A act	PKA-R2B activ	phage Ecoli inh	HTR5A inv ctr	CDK5 inh	SUMO Mot1 rescue	DAGLB inh	Tat export inh	HTR5A ag ctr	AddAB inh
- O=C(c1ccccc1)C(CN1CCCCC1)c1ccccc1 (stereo not drawn)
→ .	15	8	3.1	-25	0.6	.	15	-4	6	.
- Cc1ccc(-n2nc(C(=O)O)c3ccccc3c2=O)cc1C
→ -1.9	0	-2	0.2	-37	-1.7	141	2	-3	3	0.0
- CC(C)c1ccc(C(O)Cc2nc3ccccc3n2C)cc1 (stereo not drawn)
→ -1.0	2	-1	0.5	2	0.7	11	1	9	-1	-0.4
- Cc1ccc(C(=O)N2CCC(C(=O)Nc3cccc([N+](=O)[O-])c3)CC2)cc1
→ 0.1	-9	-16	3.6	19	-1.5	123	-2	4	2	2.1
- CCc1ccc(N(C(=O)c2ccco2)C(C(=O)NC2CCCC2)c2ccco2)cc1 (stereo not drawn)
→ -0.6	5	2	1.6	-13	-0.6	1	1	6	4	0.8
- COc1ccc(CC(=O)Nc2cccc(C(C)=O)c2)cc1S(=O)(=O)N1CCOCC1
→ 0.5	7	4	6.7	4	-0.4	9	-1	-4	-2	2.5
- C/C(=N\NC(=O)c1ccccc1)c1ccc(C)c([N+](=O)[O-])c1
→ 0.2	0	0	3.1	-40	-4.8	-5	-4	-3	3	3.9
- CC(C)(C)N(Cc1ccccc1)C(=O)COC(=O)/C=C/c1ccc2c(c1)OCO2
→ 0.3	-2	14	-4.4	3	-0.2	10	-4	-5	-1	-0.4
- CCn1c(C)c(C)c2cc(C(=O)NCCCN3CCCCC3)ccc21
→ -0.4	-9	15	-1.6	-1	0.6	-16	1	-6	8	1.1
- C[C@@H](C(O)c1ccccc1)N(C)C(=O)CCc1ccccc1 (stereo partly drawn)
→ -3.0	-1	1	0.5	5	-0.4	3	1	7	5	2.8
- CC(C)(C)c1ccc(C(=O)NCC(=O)N2CCCC2)cc1
→ 3.1	-1	0	0.6	-21	-2.7	107	0	-10	7	4.7
- Cc1ccc(NCc2ccccc2OCc2ccccc2F)cc1
→ 0.9	0	-5	1.1	-4	1.4	-14	-13	5	4	0.8
- C/C(Cn1ncc(N2CCOCC2)c(Cl)c1=O)=N\O
→ -1.4	-12	-11	2.2	25	0.0	0	1	6	-7	-2.2
- COc1ccccc1CN1CCC(n2nccc2NC(=O)c2ccccc2Cl)CC1
→ -0.4	-10	-11	1.4	-8	3.9	6	1	1	1	0.8
- O=c1[nH]c(=O)n(C(c2ccccc2)c2ccccc2)cc1Br
→ 0.8	-2	-2	3.3	-16	-1.0	-6	7	9	3	2.5
- Cc1nnsc1C(=O)NC1CCCc2c1cnn2-c1cc(F)cc(F)c1 (stereo not drawn)
→ 1.3	-11	13	4.8	-15	0.8	-5	-1	-1	5	-1.0
- Cc1ccc(S(=O)(=O)N(c2cccc(C(F)(F)F)c2)C2C=CS(=O)(=O)C2)cc1 (stereo not drawn)
→ 3.7	2	-3	-0.8	-1	-0.4	403	0	-5	0	-1.7
- CC1CCCN(c2nc3nonc3nc2N2CCCC(C)C2)C1 (stereo not drawn)
→ -0.8	1	-3	1.6	-7	-2.3	1	-5	-3	-6	-1.6
- COc1ccc(-n2nc(C(=O)NCC(=O)N(C)Cc3ccccc3)c3ccccc3c2=O)c(OC)c1
→ -0.9	-2	10	1.6	-10	-0.2	1	-2	-7	4	1.4
- COc1ccc(C(=O)N2CCc3[nH]nc(-c4ccccc4)c3C2)cc1
→ -0.5	4	-9	0.2	14	0.8	20	1	7	5	-1.0
- COC(C[C@H]1O[C@@H]1[C@H](O)COCc1ccccc1)OC
→ 2.9	4	10	4.4	0	-2.2	10	-1	-1	-3	2.4
- COC(=O)CC1Oc2ccccc2N(Cc2ccc(C)cc2)C1=O (stereo not drawn)
→ 1.7	3	-11	2.1	17	-2.0	-19	-4	8	-2	3.0
- CCc1ccc(C(C)NC(=O)/C(C#N)=C\c2cn[nH]c2-c2ccccc2)cc1 (stereo not drawn)
→ 0.3	-9	-5	0.9	6	-0.4	-2	-8	12	2	0.9
- O=C(Cn1cnc2ccccc2c1=O)Nc1nc2ccccc2s1
→ 0.0	-4	-2	5.3	-17	0.0	3	0	0	6	2.6
- COc1ccc(NC(=O)COC(=O)c2cc([N+](=O)[O-])ccc2N2CCOCC2)cc1
→ 2.6	-1	-1	1.4	22	-5.0	-1	0	4	-9	0.4
- Cc1ccc(/C=C/C(=O)OCC(=O)NCc2cccs2)o1
→ -1.4	1	5	3.0	-10	1.5	7	-1	4	2	0.5
- CCC(C)NS(=O)(=O)c1ccc(OCC(=O)NCc2ccco2)cc1 (stereo not drawn)
→ 1.2	-15	-1	2.2	-27	-0.9	8	-4	-8	-2	3.1
- O=c1[nH]c2ccccc2c2nc(-c3cccc(S(=O)(=O)N4CCCC4)c3)nn12
→ 1.6	-5	0	1.8	21	-0.6	-9	2	-1	8	4.6
- Cc1nc(N2CCN(C(=O)c3ccco3)CC2)c2c3c(sc2n1)CCCC3
→ 0.4	8	6	0.1	4	-1.0	-2	0	6	2	0.6

Compound activity (PubChem)
